Source: PubChem BioAssay (several laboratories)
AI-2 QS modul = modulates the Vibrio harveyi AI-2 quorum sensing system. Vibrio harveyi JMH597 AI-2 luminescence/OD600 ratio, 9 h; stronger effect = lower value; strain lacks LuxN and CqsS sensors; 0 = neutral-control median. activity change, % at 7.5 µM. 0.4% of 300,000 active. AID 2094; in the data active = activity change below about -75%, passing the limit was not always enough; inconclusive = no clear call, values can overlap the other calls;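 also: luminescence divided by OD600 gain over 9 h not by final OD600 alone; inactives centre near 13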
HSF1 inhib = HSF1 inhibition; NIH3T3-HGL HSE-luciferase, MG132-induced, luminescence 8 h; stronger effect = lower value; activity change, negative = inhibition, % at 7.5 µM (by protocol); 0.77% of 300,000 active; AID 2098;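 active = more than half of replicate wells show activity change below -50%, luminescence cut by over half; inconclusive = some wells, but at most half, below -50%; inactive = no replicate well below -50%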;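 also: luciferase reports HSF-1 transcriptional activity via heat shock element; 0% = median of DMSO wells and -100% = zero luminescence signal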
HSF1 activator = increases HSF-1 driven luciferase reporter signal; 1.7% of 300,000 active; NIH3T3-HGL HSF-1 luciferase reporter, MG132, 8 h; 100% = twice DMSO control signal; activation, % at 9 µM; AID 504408;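 active = mean replicate activation of at least 50% with a set share of replicates each reaching 50%; inconclusive = only one of those two conditions met; inactive = mean below 50% and too few replicates reaching it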;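 also: 0% = median of the neutral control wells and 100% = twice that signal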
KLF5 inh = kruppel-like factor 5 inhibition. inhibition, % at 5 µM. 0.23% of 290,000 active. AID 1700. DLD-1 KLF5 promoter-luciferase reporter, luminescence;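 active = inhibition above a per-plate limit of that plate's mean compound inhibition plus 3 SD, cut at about 60% in these data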;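 also: 0% = DMSO wells and 100% = LY294002 at 200 µM; higher means less KLF5 promoter-driven luciferase light; inactives centre near -14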
IEC-6 cytotox = kills IEC-6 intestinal cells in KLF5 counter-screen | IEC-6 cytotoxicity, luminescence viability | inhibition, % at 5 µM | 0.78% of 290,000 active; in the data active = inhibition above about 22%;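 also: 0% = plate median of test compound wells and 100% = cytotoxic reference compound wells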
GSK3beta inhib = blocks human GSK3beta kinase activity. P49841. GST-GSK3beta kinase, ADP-Glo luminescence, 60 min; stronger effect = lower value. 0.038% of 300,000 active. activity score (negative = inhibition), % at 10 µM;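 active = more than half of replicate wells score below -50%, meaning over 50% inhibition versus plate controls; inconclusive = some replicates but at most half score below -50%; inactive = no replicate scores below -50%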;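 also: 0% = median DMSO wells and -100% = median GW8510 positive control wells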
Target sequence (P49841 whole entry, looked up): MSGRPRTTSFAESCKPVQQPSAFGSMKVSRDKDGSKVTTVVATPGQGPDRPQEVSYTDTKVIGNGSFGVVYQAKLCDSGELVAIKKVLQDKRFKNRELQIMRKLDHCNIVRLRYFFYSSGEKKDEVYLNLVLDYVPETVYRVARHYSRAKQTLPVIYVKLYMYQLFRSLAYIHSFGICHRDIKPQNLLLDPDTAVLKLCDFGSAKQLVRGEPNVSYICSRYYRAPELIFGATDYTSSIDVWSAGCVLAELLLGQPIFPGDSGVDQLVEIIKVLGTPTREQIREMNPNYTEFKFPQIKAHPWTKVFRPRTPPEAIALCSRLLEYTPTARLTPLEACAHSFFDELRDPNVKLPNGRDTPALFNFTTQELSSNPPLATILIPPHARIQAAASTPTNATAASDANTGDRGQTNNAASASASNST
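Test system: GST-tagged human GSK3beta kinase, cell-free; evaluation: activity score scaled between in-plate DMSO and GW8510 controls; measured by: ADP-Glo luminescence; incubation: 60 min reaction, RT; benchmarks: DMSO and 20 µM GW8510; reagent: peptide substrate plus 25 µM ATP (final); medium: Tris/MgCl2 kinase buffer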
PolyA inh = blocks polyadenylation in yeast reporter cells | S. cerevisiae SKY197-pL101 polyadenylation reporter, beta-gal luminescence; efflux-impaired pdr1/pdr3 knockout yeast; score 100 = 6 SD above DMSO | calls only at 12 µM | 0.02% of 300,000 active;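 active = lowest replicate activity score at least 50, where 100 means six control SD above control mean; inconclusive = lowest score under 50 but half or more replicates reach 50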;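 also: yeast exposed to compound for 9 h at 30 °C; higher score means more reporter readthrough which indicates perturbed polyadenylation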
GSK3A inh = blocks human GSK-3 alpha kinase; 0.1% of 320,000 active; ADP-Glo luminescence, 60 min; inhibition, % at 10 µM; P49840;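 in the data active = inhibition above about 50%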;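 also: GST-tagged GSK-3 alpha with peptide substrate and 25 µM ATP; 0% = DMSO neutral wells and 100% = GW8510 positive control wells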
Target sequence (P49840 whole entry, looked up): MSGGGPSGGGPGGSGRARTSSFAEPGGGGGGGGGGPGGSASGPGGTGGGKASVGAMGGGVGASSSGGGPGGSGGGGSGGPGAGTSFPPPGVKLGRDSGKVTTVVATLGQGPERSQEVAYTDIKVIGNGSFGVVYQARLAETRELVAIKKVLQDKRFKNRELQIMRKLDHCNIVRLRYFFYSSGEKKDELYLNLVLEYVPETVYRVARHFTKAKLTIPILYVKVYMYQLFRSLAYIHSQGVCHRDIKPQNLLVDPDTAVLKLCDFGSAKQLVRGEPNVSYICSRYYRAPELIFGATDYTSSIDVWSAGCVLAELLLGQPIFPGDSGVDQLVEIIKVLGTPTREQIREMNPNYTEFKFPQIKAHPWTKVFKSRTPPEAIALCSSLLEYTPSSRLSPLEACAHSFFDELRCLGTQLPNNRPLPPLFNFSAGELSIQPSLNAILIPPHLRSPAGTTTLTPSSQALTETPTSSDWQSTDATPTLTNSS
HSP90 inh = blocks HSP90-mediated luciferase refolding in reticulocyte lysate; Rabbit reticulocyte lysate, luciferase refolding luminescence, 3 h; inhibition, % at 5.6 µM; 0.91% of 290,000 active;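 active = inhibition above the screen-wide mean plus 3 SD, computed separately per campaign, cut at about 16% in these data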;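 also: 0% = DMSO wells and 100% = 60 µM geldanamycin wells; inhibitors lower the luminescence because luciferase stays unfolded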
aSyn UTR inh = 5' untranslated region of α-synuclein, MLPCN primary screen | alpha-synuclein 5'UTR reporter, inhibitor activity | inhibition, % (tested at 7.5 µM) | 0.82% of 300,000 active; in the data active = inhibition above about 60%; inconclusive = no clear call, values can overlap the other calls;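 also: H4 neuroglioblastoma cells stably carrying SNCA 5'UTR luciferase fusion; 0% = DMSO wells and 100% = positive control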
* marks the source's active call; other numbers are inactive results. These rows are one share of the data; the hit share may differ from the screen's.

For Cc1ccc(OCC(=O)NNC(=S)NC(=O)C2CC2)c(C)c1 the results were AI-2 QS modul inconclusive, KLF5 inh 26, IEC-6 cytotox 36*, GSK3beta inhib -1 and HSP90 inh 1.
Screening O/C(=C\c1ccc2ccccc2n1)c1ccncc1 returned AI-2 QS modul 0, HSF1 inhib 8, HSF1 activator 11, GSK3beta inhib -5, PolyA inh inactive, GSK3A inh 5 and aSyn UTR inh -69.
`COc1ccc(CCNC(=O)c2cc(-c3cccs3)on2)cc1OC` gave AI-2 QS modul 8, HSF1 inhib 12, HSF1 activator 27, KLF5 inh -15, IEC-6 cytotox -9, GSK3beta inhib 4, PolyA inh inactive, GSK3A inh 1, HSP90 inh -2 and aSyn UTR inh -35.
Screening O=C(C1=NN(c2ccccc2)C(=O)CC1)N1CCc2ccccc2C1 returned AI-2 QS modul 41, HSF1 inhib -3, HSF1 activator -14, KLF5 inh -4, IEC-6 cytotox 1, GSK3beta inhib 0, PolyA inh inactive, GSK3A inh -2, HSP90 inh -3 and aSyn UTR inh 27.
Screening COC(=O)CC1C(=O)NCCN1C(=O)c1ccc(S(=O)(=O)N2CCOCC2)cc1 (stereo unspecified) returned AI-2 QS modul 9, HSF1 inhib 15, HSF1 activator inconclusive, KLF5 inh -45, IEC-6 cytotox 2, GSK3beta inhib 1, PolyA inh inactive, GSK3A inh 0, HSP90 inh 3 and aSyn UTR inh -4.
Screening O=C(c1ccccc1)N1CCC(=O)N(C(CO)Cc2ccccc2)CC1 (stereo unspecified) returned AI-2 QS modul 9, HSF1 inhib -2, HSF1 activator -5, GSK3beta inhib 2, PolyA inh inactive, GSK3A inh -1 and aSyn UTR inh 17.
Screening O=c1[nH]cnc2c1C(c1ccccc1[N+](=O)[O-])c1c(nc[nH]c1=O)O2 returned AI-2 QS modul 19, HSF1 inhib 4, HSF1 activator 19, KLF5 inh -33, IEC-6 cytotox -1, GSK3beta inhib 3, PolyA inh inactive, GSK3A inh 0, HSP90 inh 6 and aSyn UTR inh 6.
NC(=O)COC(=O)CCCSc1nc2ccccc2s1 was read as AI-2 QS modul 1, HSF1 inhib -7, HSF1 activator 2, KLF5 inh -15, IEC-6 cytotox 10, GSK3beta inhib -3, PolyA inh inactive, GSK3A inh 2, HSP90 inh 5 and aSyn UTR inh 30.
For COCCn1c(SC(C)C(=O)Nc2ccc(Cl)cn2)nnc1-c1ccncc1 (stereo unspecified) the results were AI-2 QS modul 16, HSF1 inhib -8, HSF1 activator 1, KLF5 inh -9, IEC-6 cytotox -2, GSK3beta inhib 0, PolyA inh inactive, GSK3A inh 2, HSP90 inh 6 and aSyn UTR inh 15.
Screening CCN1C(=O)/C(=C2\SC(=S)N(c3c(C)n(C)n(-c4ccccc4)c3=O)C2=O)c2ccccc21 returned AI-2 QS modul -3, HSF1 inhib -13, HSF1 activator 7, KLF5 inh -28, IEC-6 cytotox 1, GSK3beta inhib 3, PolyA inh inactive, HSP90 inh 1 and aSyn UTR inh -2.
For FC(F)(F)c1cccc(NC(=S)NCCN2CCOCC2)c1 the results were AI-2 QS modul 25, HSF1 inhib -8, HSF1 activator 10, KLF5 inh -24, IEC-6 cytotox 4, GSK3beta inhib 0, PolyA inh inactive, GSK3A inh 2, HSP90 inh -6 and aSyn UTR inh 4.
CS(=O)(=O)c1ccc(Cl)c(NC(=O)COC(=O)c2cccc(S(=O)(=O)N3CCCCC3)c2)c1 was read as AI-2 QS modul 5, HSF1 inhib -2, HSF1 activator 23, KLF5 inh -13, IEC-6 cytotox 0, GSK3beta inhib 2, PolyA inh inactive, GSK3A inh 2, HSP90 inh 2 and aSyn UTR inh -16.
For Cc1ccc(-n2nc3c(=O)n(CC(=O)c4ccc(F)cc4)nc(C)c3c2C)cc1 the results were AI-2 QS modul 11, HSF1 inhib -6, HSF1 activator -7, KLF5 inh -3, IEC-6 cytotox -4, GSK3beta inhib 0, PolyA inh inactive, GSK3A inh -2, HSP90 inh 3 and aSyn UTR inh 38.
For COc1cc(O)cc2occ(-c3ccc(O)cc3)c(=O)c12 the results were AI-2 QS modul 2, HSF1 inhib 2, HSF1 activator 19, KLF5 inh -26, IEC-6 cytotox 1, GSK3beta inhib 2, PolyA inh inactive, GSK3A inh 3, HSP90 inh 3 and aSyn UTR inh -41.
For O=C(COc1ccc(Cl)cc1)NCc1cn2cc(Cl)ccc2n1 the results were AI-2 QS modul 14, HSF1 inhib 25, HSF1 activator inconclusive, KLF5 inh -17, IEC-6 cytotox 6, GSK3beta inhib -1, PolyA inh inactive, GSK3A inh -1, HSP90 inh 3 and aSyn UTR inh -8.
Nc1ccccc1/C=N\N=C/c1ccccc1N was read as AI-2 QS modul 10, HSF1 inhib 5, HSF1 activator 2, GSK3beta inhib 1, PolyA inh inactive, GSK3A inh -1 and aSyn UTR inh -112.
`CS(=O)(=O)N(CC(=O)N/N=C/c1cc2c(cc1Br)OCO2)c1ccccc1Br` gave AI-2 QS modul 19, HSF1 inhib -4, HSF1 activator 6, KLF5 inh -12, IEC-6 cytotox -2, GSK3beta inhib 2, PolyA inh inactive, GSK3A inh 0, HSP90 inh 0 and aSyn UTR inh 25.
Screening COc1ccccc1Nc1nc(N)nc(CN2CC(C)CC(C)C2)n1 (stereo unspecified) returned AI-2 QS modul -9, HSF1 inhib -3, HSF1 activator -14, KLF5 inh 5, IEC-6 cytotox 0, GSK3beta inhib 2, PolyA inh inactive, GSK3A inh -1, HSP90 inh 3 and aSyn UTR inh 24.
`CNc1nc(C)nc(-c2ccccc2O)n1` gave AI-2 QS modul 18, HSF1 inhib 6, HSF1 activator 20, KLF5 inh -30, IEC-6 cytotox -1, GSK3beta inhib 1, PolyA inh inactive, GSK3A inh -1, HSP90 inh -3 and aSyn UTR inh -75.
`O=S(=O)(c1cccc2nonc12)N1CCN(c2ccc(F)cc2)CC1` gave AI-2 QS modul 31, HSF1 inhib -10, HSF1 activator 11, KLF5 inh 29, IEC-6 cytotox 11, GSK3beta inhib -1, PolyA inh inactive, GSK3A inh -2, HSP90 inh 4 and aSyn UTR inh -7.
c1ccc(-c2onc(-c3ccco3)c2-c2ccc3[nH]ccc3c2)cc1 was read as AI-2 QS modul -2, HSF1 inhib 3, HSF1 activator 8, KLF5 inh -18, IEC-6 cytotox -4, GSK3beta inhib 3, PolyA inh inactive, GSK3A inh -2, HSP90 inh -3 and aSyn UTR inh -65.
For COc1ccccc1C1C(C(=O)c2cc3ccccc3o2)=C(O)C(=O)N1CCN1CCOCC1 (stereo unspecified) the results were AI-2 QS modul 16, HSF1 inhib -9, HSF1 activator -7, KLF5 inh -8, IEC-6 cytotox 2, GSK3beta inhib -1, PolyA inh inactive, GSK3A inh 0, HSP90 inh -5 and aSyn UTR inh -17.
Screening COc1ccc(C(=NNc2ccccc2C(=O)O)c2ccc(OC)cc2)cc1 returned AI-2 QS modul 10, HSF1 inhib -2, HSF1 activator 21, KLF5 inh -10, IEC-6 cytotox -2, GSK3beta inhib 7, PolyA inh inactive, GSK3A inh -2, HSP90 inh -1 and aSyn UTR inh -1.
CC(C)COc1ccc(CNC(=S)N/N=C/c2ccc([N+](=O)[O-])cc2)cc1 was read as AI-2 QS modul 26, HSF1 inhib 6, HSF1 activator -2, KLF5 inh -26, IEC-6 cytotox -1, GSK3beta inhib 2, PolyA inh inactive, GSK3A inh -5, HSP90 inh 5 and aSyn UTR inh 21.
Screening O=c1c2cc(N3CCOCC3)ccc2[nH]c(=S)n1CCCN1CCCC1 returned AI-2 QS modul 0, HSF1 inhib 0, HSF1 activator -11, KLF5 inh -24, IEC-6 cytotox 4, GSK3beta inhib -2, PolyA inh inactive, GSK3A inh 0, HSP90 inh 0 and aSyn UTR inh -13.
For COc1ccc(NC(=O)c2cc3ccccc3o2)cc1 the results were AI-2 QS modul 7, HSF1 inhib 33, HSF1 activator 55*, KLF5 inh -200, IEC-6 cytotox -6, GSK3beta inhib -1, PolyA inh inactive, HSP90 inh -3 and aSyn UTR inh -152.
Cc1cccc(NC(=O)c2cccnc2)c1 was read as AI-2 QS modul 1, HSF1 inhib -4, HSF1 activator 4, KLF5 inh -7, IEC-6 cytotox -3, GSK3beta inhib 1, PolyA inh inactive, GSK3A inh 1, HSP90 inh 2 and aSyn UTR inh -16.
COc1cccc(C2NC(=O)c3ccccc3O2)c1OCc1ccccc1F (stereo unspecified) was read as AI-2 QS modul -14, HSF1 inhib -1, HSF1 activator 7, KLF5 inh -10, IEC-6 cytotox 2, GSK3beta inhib 2, PolyA inh inactive, GSK3A inh 0, HSP90 inh -3 and aSyn UTR inh 17.
`O=c1ccc(/C=C/c2ccccc2)nn1Cc1ccc(F)cc1` gave AI-2 QS modul 25, HSF1 inhib -3, HSF1 activator 10, KLF5 inh -18, IEC-6 cytotox 5, GSK3beta inhib 4, PolyA inh inactive, GSK3A inh -4, HSP90 inh 4 and aSyn UTR inh -20.
`COc1ccc(NC(=O)C(Sc2nnc(-c3ccncc3)n2-c2ccccc2C)c2ccccc2)cc1Cl` (stereo unspecified) gave AI-2 QS modul 21, HSF1 inhib 17, HSF1 activator 53*, KLF5 inh -9, IEC-6 cytotox -8, GSK3beta inhib 9, PolyA inh inactive, GSK3A inh -3, HSP90 inh 6 and aSyn UTR inh 31.
Screening CNC(=S)NNC(=O)c1cccn(Cc2cccc(Cl)c2)c1=O returned AI-2 QS modul 20, HSF1 inhib 1, HSF1 activator 33, KLF5 inh 20, IEC-6 cytotox -3, GSK3beta inhib -1, PolyA inh inactive, GSK3A inh -2, HSP90 inh -1 and aSyn UTR inh 12.
`Fc1ccc(NC(=S)N2CCCC(c3ccccc3)=N2)cc1` gave AI-2 QS modul 17, HSF1 inhib 0, HSF1 activator 6, KLF5 inh -6, IEC-6 cytotox 4, GSK3beta inhib -1, PolyA inh inactive, GSK3A inh 1, HSP90 inh 1 and aSyn UTR inh 21.
Screening O=C(CSc1ncccn1)Nc1ccc(N2CCOCC2)cc1 returned AI-2 QS modul 4, HSF1 inhib -5, HSF1 activator -18, KLF5 inh -48, IEC-6 cytotox -1, GSK3beta inhib -1, PolyA inh inactive, GSK3A inh 0, HSP90 inh -3 and aSyn UTR inh -1.
`Cc1ccc(NC(=O)CN2C(=O)NC(Cc3ccccc3)C2=O)cc1` (stereo unspecified) gave AI-2 QS modul -61, HSF1 inhib -4, HSF1 activator -3, KLF5 inh -11, IEC-6 cytotox -1, GSK3beta inhib -2, PolyA inh inactive, GSK3A inh -5, HSP90 inh -1 and aSyn UTR inh 14.
